Screening data from PubChem.
SNCA expr inh = reduces expression of the alpha-synuclein gene. HEK-293 SNCA-luciferase knock-in, luminescence, 24 h. AID 1671194. Potency, µM (top dose mostly 57.2 µM), for the others: at the top dose activity change, negative = inhibition, usual class: inhibitors. 140,000 tested, 0.17% active;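 further: potency means the concentration at half of the fitted maximal effect; plate controls were DMSO cells for no effect and cell-free wells for full effect; nearly all actives have a fitted effect of over 45% in size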
HEK293 tox = kills HEK 293 cells | HEK 293 viability, ATP luminescence (CellTiter-Glo), 48-72 h | Potency, µM (titrated, usually from 115 µM), without a hit: at the top dose activity change, negative = cytotoxicity, actives largely listed as inhibitors | 94,000 tested, 6.6% active | AID 1345083; further: potency means the concentration at half of the fitted maximal effect; nearly all actives have a fitted effect of over 60% in size
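Cytotoxicity was scored by loss of ATP-coupled luminescence (CellTiter-Glo) in HEK 293 cells. Compound treatment ran 48 or 72 hr at 37 degree Celsius, 5% CO2, 95% humidity.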
IP6K1 inh = IP6K1 kinase inhibition. Q92551. IP6K1 kinase, ADP-Glo luminescence, 2 h; stronger effect = lower value. activity change, % (series mostly up to about 58 µM). 140,000 tested, 0.81% active. AID 1645851; in the data active means activity change below about -25%
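ADP-Glo luminescence measures ADP made by human IP6K1 during a 2 h RT reaction with ATP/IP6 (mix at 1.3 mM/130 uM); top library doses 57.5 and 19.1 uM final.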
SNCA viab count = counter-screen for SNCA expression inhibitors: cell viability; 150,000 tested, 0.12% active; Potency, µM (titrated, usually from 57.1 µM), for the others: at the highest dose activity change, negative = cytotoxicity, actives largely listed as cytotoxic; HEK-293-SNCA-luc viability, GF-AFC fluorescence, 24 h; AID 1671193;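 further: potency means the concentration at half of the fitted maximal effect; 0% = DMSO-treated cells and -100% = medium-only wells without cells; nearly all actives have a fitted effect of over 30% in size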
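HEK-293-SNCA-luc cells (1500/well) plated 24 h, then exposed 24 h to a dilution series; GF-AFC added 30 min at 37C, fluorescence 405/540 nm; normalised to medium-only and DMSO wells, Hill fit.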
GPT2 inh = inhibitors of human GPT2 alanine aminotransferase; Q8TD30; Recombinant GPT2, coupled pyruvate oxidase/HRP Amplex Red fluorescence; Potency, µM (highest dose often 57.7 µM), without a hit: at the top dose activity change, negative = inhibition, most hits filed as inhibitors; 100,000 tested, 0.25% active; AID 1671188; further: potency means the concentration at half of the fitted maximal effect; nearly all actives have a fitted effect of over 60% in size; many of its hits are not listed in these tables
Target sequence (Q8TD30 whole entry, looked up): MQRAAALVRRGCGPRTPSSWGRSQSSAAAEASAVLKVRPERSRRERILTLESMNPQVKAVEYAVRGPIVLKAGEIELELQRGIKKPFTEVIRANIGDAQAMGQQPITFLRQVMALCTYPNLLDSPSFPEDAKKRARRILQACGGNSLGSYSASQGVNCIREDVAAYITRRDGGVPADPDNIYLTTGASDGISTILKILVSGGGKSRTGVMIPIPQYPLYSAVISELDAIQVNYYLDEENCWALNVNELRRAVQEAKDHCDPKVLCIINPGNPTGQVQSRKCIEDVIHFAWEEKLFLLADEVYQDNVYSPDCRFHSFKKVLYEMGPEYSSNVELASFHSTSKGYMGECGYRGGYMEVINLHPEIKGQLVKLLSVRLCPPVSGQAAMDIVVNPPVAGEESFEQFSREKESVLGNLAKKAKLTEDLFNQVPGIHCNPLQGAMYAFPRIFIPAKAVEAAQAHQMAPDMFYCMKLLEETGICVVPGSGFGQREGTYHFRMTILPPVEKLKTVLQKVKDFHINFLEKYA
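Inhibition is scored from Amplex Red fluorescence generated when pyruvate oxidase and HRP act on pyruvate released by GPT2. Reactions contain 10ng/uL enzyme, 250uM a-KG and 2mM L-alanine and run 30 min at room temperature.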
Luciferase inh = blocks purified firefly luciferase enzyme activity; P08659; purified P. pyralis luciferase, luminescence, biochemical; Potency, µM (series often up to 115 µM), for the others: at the highest dose activity change, negative = inhibition, usual class: inhibitors; 76,000 tested, 2.5% active; further: potency means the concentration at half of the fitted maximal effect; nearly all actives have a fitted effect of over 65% in size
Target sequence (P08659 whole entry, looked up): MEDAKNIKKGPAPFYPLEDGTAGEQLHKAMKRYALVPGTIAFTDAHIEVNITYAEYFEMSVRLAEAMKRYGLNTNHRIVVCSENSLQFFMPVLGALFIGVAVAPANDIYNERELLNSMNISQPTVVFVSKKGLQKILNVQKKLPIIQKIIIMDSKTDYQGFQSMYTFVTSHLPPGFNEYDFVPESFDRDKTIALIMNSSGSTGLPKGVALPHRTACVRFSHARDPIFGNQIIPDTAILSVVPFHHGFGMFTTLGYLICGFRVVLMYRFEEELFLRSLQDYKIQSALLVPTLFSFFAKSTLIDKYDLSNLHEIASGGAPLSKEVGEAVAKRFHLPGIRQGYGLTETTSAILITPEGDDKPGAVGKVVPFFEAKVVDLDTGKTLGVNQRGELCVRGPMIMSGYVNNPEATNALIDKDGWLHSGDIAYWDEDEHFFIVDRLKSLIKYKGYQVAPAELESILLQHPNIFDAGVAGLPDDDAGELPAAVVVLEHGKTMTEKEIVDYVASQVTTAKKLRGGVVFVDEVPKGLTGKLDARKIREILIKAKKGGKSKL
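FLuc 10nM, D-luciferin 10uM, ATP 10uM, Mg acetate 10mM, Tris acetate pH 7.5, Tween/BSA; cpd qHTS; enzyme added last; CCD luminescence.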
3T3 cytotox = cytotoxic compounds in NIH 3T3 cells; NIH 3T3 viability, CellTiter-Glo ATP luminescence, 48-72 h; Potency, µM (doses to about 96.7 µM), for inactives: at the top dose activity change, negative = cytotoxicity, usual class: inhibitors; 94,000 tested, 4.3% active; AID 1345082; further: potency means the concentration at half of the fitted maximal effect; nearly all actives have a fitted effect of over 55% in size
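Mouse fibroblast NIH 3T3 cells, 400 per well, received compound via pintool and were incubated for 48 or 72 hr prior to CellTiter-Glo ATP luminescence measurement.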
An asterisk follows results filed as active; i = inactive; u = inconclusive; x = no result given; & = joins results of further samples; [ ] = dose if it differs, or a comment. Unless noted, the call rests on the fitted dose curve; in most records, active means well fitted curve in the direction sought with a large enough effect; inconclusive means small, poorly fitted or top-dose-only effect, or another doubt; inactive means no such curve, though single readings can be large; an effect the other way counts as inactive or inconclusive. Unless noted, on the % scale 0 is the no-effect control and ±100 the full control effect. This is a subset. The share of hits here may be higher or lower than overall.

SMILES | SNCA expr inh | HEK293 tox | IP6K1 inh | SNCA viab count | GPT2 inh | Luciferase inh | 3T3 cytotox
O=C1NC(=NC2CCCC2)C2(CCN([S+](=O)([O-])c3cccc(C(F)(F)F)c3)C2)N1c1cccnc1 (configuration not stated) | 30%&-26% | -4%&2% | -7&-17 | 3%&2% | i | -9% | -13%&-1%
O=C(CNS(=O)(=O)c1cccs1)N1CCN(c2ccccc2Cl)CC1 | 140%[activator] | x | 3 | 3% | x | x | x
CCOC(=O)C1(C)C=C(Nc2ccc(C(N)=O)cc2)C(=O)N1c1ccccc1 (configuration not stated) | 63%[activator] | x | 9 | 16% | x | x | x
CCN(Cc1cnn(C)c1)C(=O)c1coc(COc2cccc(C(F)(F)F)c2)n1 | 5% | -21% | 6 | 0% | i | -4% | u
COCCc1noc(C2CN(C(=O)C(C)C)C2)n1 | 17% | i | -6 | 1% | 1% | 0% | i
CCCOc1ccc(-c2cccc(NS(=O)(=O)c3ccc(CC)cc3)c2)nn1 | u | x | -9 | -10% | x | x | x
O=C(Nc1ccc(OC(F)(F)F)cc1)N1CC[C@H]2COC(=O)N2c2cc(F)ccc2C1 | 0% | -26% | 1 | 11% | -3% | -5% | -22%
COc1cccc(C(=O)N2CC(=O)Nc3ccc(C)cc3C2c2ccc(F)cc2)c1OC (configuration not stated) | 1% | x | -25* | -19% | x | x | x
Cc1cn2nc(C(=O)N3CCC(C(=O)NC4CCCCCC4)CC3)cc2c(=O)[nH]1 | 0% | 17% | 5 | 7% | -2% | -25% | i
Cc1noc(C)c1[S+](=O)([O-])N1CCCC(C(=O)N2CCC(c3nc4ccncc4[nH]3)C2)C1 (configuration not stated) | -4% | -15% | 13 | 5% | i | x | -13%
Cc1ccccc1C(=O)N1CCC[C@H]1c1nc(-c2ccc(F)cc2)no1 | 8% | u | 4 | -5% | i | -3% | -19%
CC(=O)OC/C(=C/C(=O)O)CC[C@@H]1C(C)=CC(=O)[C@@H]2C(C)(C)CCC[C@@]12C | x | x | 11 | -10% | 1%[27.3 µM] | x | x
COc1ccc(NC(=O)C2CCCN(c3cnn(Cc4ccccc4)c(=O)c3)C2)cc1OC (configuration not stated) | -2% | -16% | 18 | -9% | i | -13% | u
O=C1CO[C@H]2CCN(Cc3ccc4c(c3)CCO4)CC[C@@H]2N1Cc1ccc(O)cc1 | 8%[87.6 µM] | u | 9 | -9%[87.6 µM] | -21%[88.5 µM] | 2%[172 µM] | -19%[138 µM]
CCCCOc1ccc(C(=O)N2CCN(CCc3ccncc3)CC2)cc1 | 26% | x | 10 | 1% | x | x | x
COc1ccc(-c2cc3nc(-c4ccc(C)cc4)cc(C(F)(F)F)n3n2)cc1 | 7% | x | -9 | 13% | x | x | x
COc1ccc(C(=O)N2CCN(CC(=O)N3CCOCC3)CC2)cc1 | -26%[25.6 µM] | x | 8 | -11%[23.9 µM] | 4% | x | x
O=C(NCC1Cn2cccc2CN1Cc1cccnc1)c1cccc(F)c1 (configuration not stated) | -2% | -1% | -4 | 6% | i | x | 0%
COc1c2c(c(C)c3c1C(=O)OC3)OC1(C)CC(O)C(C(C)(C)O)C(C)(CCC(=O)O)C1C2 (configuration not stated) | x | x | 5 | -3%[23.9 µM] | i | x | x
CCc1ccccc1NC(=O)Cn1nnc(-c2nc(-c3ccncc3)no2)c1N | 2% | x | 0 | 0% | x | x | x
CC(C)(C)c1ccc(-c2noc(CCC(=O)Nc3cccc(Cl)c3)n2)cc1 | -82% | x | 3 | 10% | x | x | x
COc1ccc(C2(C(=O)NCc3cc(F)cc(F)c3)CCOCC2)cc1 | 2% | -6% | 2 | 6% | -9% | x | 1%
COc1ccccc1CNC(=O)c1oc2c(c1C)-c1nn(Cc3ccc(Cl)cc3)cc1CC2 | 6% | x | -4 | -10% | x | x | x
Cc1cnc(CC2CCCN(C(=O)Cc3cccc(F)c3)C2)n1C(C)C (configuration not stated) | 3% | -15% | 26 | 4% | -8% | x | -28%
CN(C)C(C(=O)NCc1cc(F)c(F)c(F)c1F)c1cccc(F)c1 (configuration not stated) | 18% | 4% | -7 | -8% | 2% | 10% | 2%
COC1CCN(c2ncc(C(C)(C)C(=O)O)c(N3CCOCC3)n2)CC1 | -1% | -3% | 7 | 4% | -21% | -1% | u
COCC1CN(C(C)=O)CC12CCN(C(=O)CSC)CC2 (configuration not stated) | 1% | -6% | 21 | 4% | 1% | 7% | -1%
Cc1ncsc1CN1CCC(C(=O)N2CCCCCCNC(=O)CC2)CC1 | -14% | i | -8 | 3% | i | 0% | 2%
O=C(CCNc1c(-c2cccc(F)c2)nc2cnccn12)NCc1ccccc1F | -3% | -2% | 4 | u | u | 5% | 5%
CCOc1cc(C(=O)NCc2ccc3c(c2)CCN3C(=O)c2ccc(F)cc2)cc(OCC)c1OCC | -1% | x | -7 | 12% | x | x | x
OC(c1cccc(C(F)(F)F)c1)c1nc(Nc2ccncc2)n[nH]1 (configuration not stated) | 5%[87.6 µM] | u | -1 | 9%[87.6 µM] | 1%[88.5 µM] | 13%[172 µM] | -66%[138 µM]
CCc1ccccc1NC(=O)CSc1nc2ncccc2o1 | 10% | x | -3 | 8% | x | x | x
Cc1cccc(S(=O)(=O)N2CCN(C3CCN(Cc4ccccn4)C3=O)CC2)c1 (configuration not stated) | 4% | -25% | 14 | -2% | u | -6% | -30%
CCN(CCCNC(=O)Cn1ncc2c([nH]c3ccc(C)cc32)c1=O)Cc1ccccc1 | 1% | x | 14 | 5% | x | x | x
Cc1cc(C)n2c(C(=O)N[C@@H]3COCC[C@@H]3OCc3ccccc3)nnc2n1 | -13% | -1% | -7 | 1% | i[11.5 µM] | -2% | -12%
O=C([C@@H]1C[C@H](Oc2cccnc2)CN1C(=O)Nc1ccccc1F)N1CCCC1 | -8% | 3% | -2 | -15% | -5% | -6% | -16%
CN(Cc1ccccc1)C(=O)C[C@@H]1c2nc(NC(=O)C3CCC3)sc2C[C@@H]2[C@](C)(CO)[C@H](O)CC[C@]21C | -2% | u | -10 | -12% | -17% | -4% | u
Cc1nc([C@@H]2CN(S(=O)(=O)c3ccc4c(c3)CCCC4)C[C@H]2C(N)=O)n[nH]1 | 17% | i | 9 | 2% | -14% | -2% | i
Cc1ccc(CNC(=O)C(=O)NCC(c2cccs2)S(=O)(=O)c2cccs2)cc1 (configuration not stated) | -23% | x | 4 | 0% | x | x | x
CC1=C(C(=O)N2CCN(c3ccccc3)CC2)C2(CCCCC2)OC1=O | -9% | x | 8 | 11% | x | x | x

Some of the entries so far, as a markdown table.
| canonical_smiles | SNCA expr inh | HEK293 tox | IP6K1 inh | SNCA viab count | GPT2 inh | Luciferase inh | 3T3 cytotox |
| --- | --- | --- | --- | --- | --- | --- | --- |
| CCN(CCCNC(=O)Cn1ncc2c([nH]c3ccc(C)cc32)c1=O)Cc1ccccc1 | 1% | x | 14 | 5% | x | x | x |
| O=C(CCNc1c(-c2cccc(F)c2)nc2cnccn12)NCc1ccccc1F | -3% | -2% | 4 | u | u | 5% | 5% |

Record cards, from the list above. Screens in order: SNCA expr inh	HEK293 tox	IP6K1 inh	SNCA viab count	GPT2 inh	Luciferase inh	3T3 cytotox
Record of Cc1cc(C)n2c(C(=O)N[C@@H]3COCC[C@@H]3OCc3ccccc3)nnc2n1 = -13%	-1%	-7	1%	i[11.5 µM]	-2%	-12%
Record of CCc1ccccc1NC(=O)CSc1nc2ncccc2o1 = 10%	x	-3	8%	x	x	x
Record of CCN(CCCNC(=O)Cn1ncc2c([nH]c3ccc(C)cc32)c1=O)Cc1ccccc1 = 1%	x	14	5%	x	x	x
Record of COCC1CN(C(C)=O)CC12CCN(C(=O)CSC)CC2 (configuration not stated) = 1%	-6%	21	4%	1%	7%	-1%

(list continues)
SMILES | SNCA expr inh | HEK293 tox | IP6K1 inh | SNCA viab count | GPT2 inh | Luciferase inh | 3T3 cytotox
CCCN(CCC)CCNC(=O)CN1C(=O)COc2ccc(S(=O)(=O)N3CCC(C)CC3)cc21 | u | x | -7 | 1% | x | x | x
O=C(c1cccnc1)N1CC[C@H](c2nc3ccccc3o2)C1 | -11%[87.6 µM] | -10%[172 µM] | 6 | 11%[87.6 µM] | i | -6%[172 µM] | -11%[138 µM]
COc1cc(C(=O)NC2CCN(c3cc(-c4ccccc4)[nH]n3)CC2)cc(OC)c1OC | -23% | u | 17 | -11% | -19% | 4% | u
COc1cc(NC(=O)CN2C(=O)c3ccccc3Sc3ccc(C(=O)N4CCCC4)cc32)cc(OC)c1 | -6% | x | -24 | -12% | x | x | x
O=C(NCC1CCCCC1)c1cc(-c2ccc(F)cc2)c2nncn2n1 | 15% | u | -7 | -24% | i | x | 6.3µM*
Cn1nc2n(c1=O)CCN(C(=O)c1cc(C3CC3)[nH]n1)CC2 | 27% | i | 3 | 0% | -4% | 7% | -8%
C=CCN1CC2(CCC1=O)CCN(C(=O)[C@H](N)c1ccccc1)CC2 | -1% | 0% | 12 | 0% | -19% | 0% | -24%
COc1ccc(OC)c(/C=C/c2nc3ccccc3c(=O)n2-c2ccc(F)c(Cl)c2)c1 | -2% | x | -9 | 1% | x | x | x
O=C([C@@H]1C[C@H](Oc2cccnc2)CN1)N1CCOCC1 | 4% | -14% | -7 | 15% | i | -6% | -15%
COc1ccc(-n2c(=O)c3c4c(sc3n(Cc3c(F)cccc3Cl)c2=O)CN(C(C)=O)CC4)cc1OC | 6% | x | 9 | -4% | x | x | x
Cc1c(CN2CCC(N(C(=O)NCCc3ccccc3)C3CCOCC3)CC2)cnn1C | 21% | 8% | 9 | 4% | i | -6% | i
COc1ccc2c(c1)Cc1sc(NC(=O)c3cccc(C)c3)nc1-2 | 13% | x | -6 | -13% | x | x | x
Cc1ccc(NC(=O)Cn2nc3n(c2=O)CCCCC3)cc1F | -6% | 0% | 19 | -15% | i | -2% | i
Cc1nc(CN2CCOc3cc([S+](=O)([O-])N(C)C)ccc3C2)cs1 | 14%[87.6 µM] | -21%[172 µM] | -3 | 4%[87.6 µM] | 3%[88.5 µM] | -1%[172 µM] | u
O=C(c1ccc2c(c1)OCO2)N1CCC2(CC(c3cccnc3)=NO2)C1 (configuration not stated) | -15% | i | -2 | -6% | 3% | x | u

Structures above that have a COOH group:
SMILES | SNCA expr inh | HEK293 tox | IP6K1 inh | SNCA viab count | GPT2 inh | Luciferase inh | 3T3 cytotox
CC(=O)OC/C(=C/C(=O)O)CC[C@@H]1C(C)=CC(=O)[C@@H]2C(C)(C)CCC[C@@]12C | x | x | 11 | -10% | 1%[27.3 µM] | x | x
COc1c2c(c(C)c3c1C(=O)OC3)OC1(C)CC(O)C(C(C)(C)O)C(C)(CCC(=O)O)C1C2 (configuration not stated) | x | x | 5 | -3%[23.9 µM] | i | x | x
COC1CCN(c2ncc(C(C)(C)C(=O)O)c(N3CCOCC3)n2)CC1 | -1% | -3% | 7 | 4% | -21% | -1% | u
